# Assay outcomes from PubChem.
# SENP8 inh: human SENP8 protease inhibitors, primary screen, biochemical, fluorescence, Nedd8 protein substrate, uHTS; recombinant SENP8; inhibition, % at 20 µM; AID 602440, 2012; 360,000 compounds, 0.64% hits; in the data active = inhibition mostly above about 40%, no sharp cut-off; inactive = mostly below about 27%
# Target sequence (Q96LD8 whole entry, looked up): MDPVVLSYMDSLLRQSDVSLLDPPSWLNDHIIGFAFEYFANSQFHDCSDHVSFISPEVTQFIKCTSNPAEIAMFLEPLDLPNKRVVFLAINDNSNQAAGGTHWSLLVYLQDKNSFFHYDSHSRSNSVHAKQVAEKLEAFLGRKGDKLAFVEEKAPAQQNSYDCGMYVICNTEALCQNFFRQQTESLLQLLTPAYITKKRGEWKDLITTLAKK
# ATG4B inhibitor: ATG4B protease inhibitors, primary screen, biochemical, fluorescence, uHTS; Cysteine protease ATG4B (Homo sapiens), Q9Y4P1; ATG4B cleavage of LC3-PLA2, NBD-HPC fluorescence, 1 h; inhibition, % at 8.33 µM; 340,000 compounds, 0.51% hits; in the data active = inhibition above about 40%
# SENP7 block: SENP7 protease inhibitors, primary screen, biochemical, luminescence, uHTS; Sentrin-specific protease 7 (Homo sapiens), Q9BQF6; inhibition, % at 5 µM; 330,000 compounds, 1.5% hits; recombinant SENP7, Z-RLRGG-aminoluciferin luminescence, 40 min;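 active = inhibition above about 50% at the single test dose, limit read from the data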;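 note: plate controls were DMSO with enzyme for no effect and no enzyme buffer wells for full effect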
# Target sequence (Q9BQF6 706-1050 limits assumed): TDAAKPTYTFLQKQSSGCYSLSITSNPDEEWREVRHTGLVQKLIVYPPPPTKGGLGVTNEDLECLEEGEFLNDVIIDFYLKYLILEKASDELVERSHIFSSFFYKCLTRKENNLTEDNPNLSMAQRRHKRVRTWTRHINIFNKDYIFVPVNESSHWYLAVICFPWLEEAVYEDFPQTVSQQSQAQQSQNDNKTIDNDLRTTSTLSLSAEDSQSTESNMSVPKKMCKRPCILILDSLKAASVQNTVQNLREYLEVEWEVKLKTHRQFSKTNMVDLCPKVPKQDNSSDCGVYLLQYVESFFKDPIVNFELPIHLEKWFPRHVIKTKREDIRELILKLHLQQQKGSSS
# PfG6PD inh: PfG6PD enzyme inhibitors, primary screen, biochemical, fluorescence intensity, uHTS | 350,000 compounds, 0.78% hits | PfGluPho enzyme, NADPH resazurin-diaphorase fluorescence | glucose-6-phosphate dehydrogenase-6-phosphogluconolactonase (Plasmodium falciparum 3D7) | inhibition, % at 20 µM;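 active = inhibition reaching at least a set limit at 20 µM in the primary screen, cut at about 59% in these data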;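 note: 0% = DMSO wells with substrate and 100% = DMSO wells lacking glucose-6-phosphate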
# HKDC1 inh: HKDC1 hexokinase inhibitors, primary screen, biochemical, fluorescence, uHTS | Q2TB90 | inhibition, % at 20 µM | 340,000 compounds, 0.16% hits | recombinant HKDC1, G6PDH/diaphorase resazurin coupled fluorescence;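 active = inhibition above about 35% when tested at 20 µM, limit read from the data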;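 note: plate controls were DMSO wells with enzyme for no effect and DMSO wells lacking enzyme for full effect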
#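 Assay system: in-house recombinant HK5 (HKDC1) enzyme. Input: HKDC1 at 5 µg/mL. Medium: Tris pH 8.0 buffer with MgCl2, Tween-20, BSA, BME. Dosing: single 20 µM dose. Schedule: 90 min reaction incubation at room temperature, dark. Signal: resazurin-to-resorufin fluorescence via G6PDH and diaphorase coupling, 525/613 nm. Controls: DMSO-enzyme wells negative, buffer-substituted wells positive.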
# SENP6 block: SENP6 protease inhibitors, primary screen, biochemical, luminescence, uHTS; Sentrin-specific protease 6 (Homo sapiens), Q9GZR1; Recombinant SENP6 catalytic domain, aminoluciferin luminescence; inhibition, % at 10 µM; 330,000 compounds, 1.8% hits; AID 2599, 2010;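 active = inhibition above about 50% at the single tested dose, limit read from the data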;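 note: plate controls were DMSO wells with enzyme for no effect and DMSO wells lacking enzyme for full effect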
# Target sequence (Q9GZR1 628-1112 limits assumed): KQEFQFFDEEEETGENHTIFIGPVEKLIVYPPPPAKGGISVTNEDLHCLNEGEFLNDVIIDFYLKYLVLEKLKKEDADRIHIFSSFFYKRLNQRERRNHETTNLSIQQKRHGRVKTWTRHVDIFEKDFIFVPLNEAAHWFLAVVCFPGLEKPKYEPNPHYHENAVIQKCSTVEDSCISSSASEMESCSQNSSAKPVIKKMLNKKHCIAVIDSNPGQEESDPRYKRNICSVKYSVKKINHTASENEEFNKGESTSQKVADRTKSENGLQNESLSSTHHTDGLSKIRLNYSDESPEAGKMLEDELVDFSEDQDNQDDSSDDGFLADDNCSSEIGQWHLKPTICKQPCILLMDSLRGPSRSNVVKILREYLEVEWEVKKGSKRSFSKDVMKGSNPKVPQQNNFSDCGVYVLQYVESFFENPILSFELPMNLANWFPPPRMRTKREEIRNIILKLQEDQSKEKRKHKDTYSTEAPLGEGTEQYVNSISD
# GRIN3A LBD mod: binders of NR3A ligand-binding domain, primary screen, biophysical, differential scanning fluorimetry, uHTS | Glutamate receptor ionotropic, NMDA 3A (GRIN3A) ligand-binding domain | NR3A LBD differential scanning fluorimetry, Tm shift; 0% = protein alone, 100% = glycine-bound protein | Tm shift relative to glycine control, % at 25 µM | 340,000 compounds, 2.5% hits;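 active = melting temperature shift of at least 10% of the positive control shift, at one fixed dose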
# MPTP block: mitochondrial permeability transition pore inhibitors, primary screen, biochemical, isolated mouse mitochondria, absorbance | Ca2+ swelling absorbance, 30 min | inhibition, % at 10 µM | AID 602449, 2012 | 360,000 compounds, 1.4% hits;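 active = inhibition of 50% or more, scaled per plate between neutral and stimulator controls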;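 note: 0% = DMSO wells given calcium and 100% = 1 mM EGTA wells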
# Numbers without * were called inactive.
[1] COCCn1c(SCC(=O)NCc2ccc(F)cc2)nc2ccccc21
[2] CC(=O)NCCC(=O)N1CCCC(CNC(=O)c2ccc(-c3ccccc3)cc2)C1 (configuration not stated)
[3] CCOC(=O)CSc1nnc(-c2ccoc2C)n1-c1ccc(OCC)cc1
[4] C/C(CC(=O)Nc1ccc2c(c1)OCO2)=N\NC(=O)c1ccccc1N
[5] COc1cc2c(cc1OC)C(Cc1ccc(O)cc1)NCC2 (configuration not stated)
[6] CC[N+]1(C)[C@@H]2CC[C@H]1CC(OC(=O)[C@H]1CCC(C(=O)OC3C[C@H]4CC[C@@H](C3)[N+]4(C)CC)(c3ccccc3)c3ccccc31)C2 (some centres not stated)
[7] Cc1ccc(OCCC(=O)OCC(=O)N2CCN(S(=O)(=O)c3ccc(C)cc3C)CC2)cc1
[8] Cc1ccccc1-n1nnnc1SCC(C)C
assay / compound	1	2	3	4	5	6	7	8
SENP8 inh	6.3	9.4	3.0	-435.9	-39.5	10.6	1.3	16.8
ATG4B inhibitor	1.3	-10.0	-7.9	-5.4	-1.1	-4.3	-15.7	11.9
SENP7 block	-0.7	2.6	0.4	1.8	-1.4	9.6	-1.9	-4.6
PfG6PD inh	-5.7	-7.4	-7.0	11.4	15.8	2.4	13.9	-11.0
HKDC1 inh	0.3	-5.7	6.7	-0.6	-6.8	-10.0	3.2	3.6
SENP6 block	-1.8	-9.3	-15.3	-1.5	-4.6	-12.2	1.0	3.7
GRIN3A LBD mod	-2.0	2.7	-1.3	0.5	-0.5	-0.9	4.3	-1.3
MPTP block	0.0	0.6	-0.9	1.0	-0.7	-1.1	-0.1	0.9

[9] Cc1nnc(NC(=O)C2CCCN(c3ncccn3)C2)s1 (configuration not stated)
[10] COc1ccc(N2CCN(S(=O)(=O)CCNC(=O)c3ccc(Br)o3)CC2)cc1
[11] CSc1ncccc1C(=O)OCC(=O)c1cc(C)n(CC2CCCO2)c1C (configuration not stated)
[12] Cc1oc(-c2ccccc2F)nc1CN1CCC(C(=O)NCc2cccnc2)CC1
[13] Cc1ccc(-c2nnc(N3CCN(C(=O)CN4CCOCC4)CC3)c3ccccc23)cc1
[14] Cc1sc2nc(CN3CCOCC3)nc(N3CCC(C(N)=O)CC3)c2c1C
[15] Cc1cc(C)cc(NC(=O)C2C3C=CC4(O3)C2C(=O)N(CCN2CCCCC2)C4C(=O)NC2CCCCC2)c1 (configuration not stated)
[16] C=CCn1c(COc2ccccc2)nc2ccccc21
assay / compound	9	10	11	12	13	14	15	16
SENP8 inh	-30.6	9.3	16.3	-8.6	8.1	-2.2	6.7	14.8
ATG4B inhibitor	-4.9	-1.2	-9.3	6.2	-0.2	2.0	-10.2	8.8
SENP7 block	3.6	-10.5	78.3*	1.8	-0.4	-3.9	8.8	6.0
PfG6PD inh	-24.1	-4.9	-2.0	4.1	-4.3	-11.2	0.0	12.9
HKDC1 inh	3.3	-0.8	2.2	1.2	-0.7	-5.3	-3.2	-5.3
SENP6 block	-7.1	1.9	87.7*	-4.5	4.6	-4.6	-16.3	6.7
GRIN3A LBD mod	-3.8	1.5	0.3	-0.4	-0.8	-0.4	-3.0	0.0
MPTP block	-2.5	-0.1	5.1	3.4	1.2	-0.6	-1.5	1.3

[17] NC(=O)c1cc(NC(=O)c2cc(Br)c(Br)s2)cc(C(N)=O)c1
[18] O=C(NNC(=O)C1CCC1)c1ccccc1
[19] O=C(CNC(=O)C1CCCCC1)OCC(=O)c1ccc(Br)cc1
[20] COCCCNC(=O)CC(NS(=O)(=O)c1ccc(F)cc1)c1ccc(OC)cc1 (configuration not stated)
[21] CC(C)Cn1c(N)c(C(=O)COC(=O)c2ccc(Cl)cc2)c(=O)n(C)c1=O
[22] Cc1cccc(C2CN(C)CCc3c2cc(O)c(O)c3Cl)c1 (configuration not stated)
[23] Cc1ccn(CCC(=O)NC2CC(C)(C)Cc3c2cnn3-c2ccccc2C)n1 (configuration not stated)
[24] COCCn1c(C)cc(C(=O)COC(=O)CNC(=O)c2ccccc2)c1C
assay / compound	17	18	19	20	21	22	23	24
SENP8 inh	-95.0	5.9	-3.9	23.2	0.3	6.7	7.4	1.9
ATG4B inhibitor	-7.2	6.2	-2.8	4.5	-4.5	-2.8	-8.9	-0.8
SENP7 block	-7.6	5.1	10.3	-7.3	12.6	3.8	5.7	8.3
PfG6PD inh	-10.0	-1.7	0.9	-4.3	13.3	16.6	-8.5	-5.3
HKDC1 inh	7.5	-0.2	-3.8	0.7	-2.7	-6.4	-6.6	-2.9
SENP6 block	3.3	4.9	27.0	-34.7	25.3	1.6	16.2	-6.4
GRIN3A LBD mod	8.1	-1.0	2.4	-1.1	-1.4	-2.2	-3.0	0.4
MPTP block	2.9	0.0	1.9	0.7	-0.3	0.3	-1.2	0.6

[25] CC(C)(C)Nc1scc(-c2ccccc2)[n+]1-c1ccccc1
[26] CCCOc1cccc(C2C(C(=O)c3cc4ccccc4o3)=C(O)C(=O)N2c2cc(C)on2)c1 (configuration not stated)
[27] Cc1noc(C)c1CSc1nnc(-c2c[nH]c3ccccc23)n1-c1ccc(Cl)cc1
[28] CCOC(=O)c1ccc(NC(=O)CSc2nnc(C)n2-c2ccccc2)cc1
[29] COc1ccc(-c2nnc3n(CCc4ccccc4)c(=O)c4ccccc4n23)cc1OC
[30] O=C(COC(=O)c1cc2ccccc2oc1=O)c1cccc([N+](=O)[O-])c1
[31] N#CCCCSc1ncccc1-c1nc2ccccc2[nH]1
[32] CC(NC(=O)COC(=O)c1cccs1)c1ccccc1 (configuration not stated)
assay / compound	25	26	27	28	29	30	31	32
SENP8 inh	8.7	-120.6	26.1	9.1	4.6	-46.3	-85.1	5.2
ATG4B inhibitor	2.7	-0.2	-3.1	-11.8	0.4	2.3	-0.1	-6.0
SENP7 block	5.5	12.9	-1.6	1.4	1.9	5.3	-2.7	-1.2
PfG6PD inh	-11.5	-26.0	3.3	4.4	0.5	-5.6	8.2	-0.4
HKDC1 inh	-8.6	-3.0	2.6	-1.7	-4.6	-6.9	5.3	-1.1
SENP6 block	-15.8	-17.2	-18.6	7.3	-0.5	4.6	-11.4	8.5
GRIN3A LBD mod	-1.1	-7.5	-1.4	0.7	-3.5	0.0	-0.1	-1.2
MPTP block	-1.8	4.6	-2.2	-0.1	0.5	0.4	-2.5	0.1

[33] Cc1ccc(Cn2c(SCCN3CCCCC3)nc3c2c(=O)[nH]c(=O)n3C)cc1
[34] Cc1cccc(NC(=O)CC2C(=O)NCCN2C(=O)Nc2ccc(Cl)cc2)c1 (configuration not stated)
[35] CCc1ccc(CN(Cc2cccnc2)C(=O)/C=C/c2ccc(OC)cc2)cc1
[36] CC(C)c1ccc(NC(=S)NC2CCN(Cc3ccccc3)CC2)cc1
[37] O=C(NCc1cccnc1)C(=O)NC1CCCCC1
[38] COc1ccccc1N(CC(=O)NC1CC2CCC1C2)S(=O)(=O)c1ccc(C)cc1 (configuration not stated)
[39] COc1cc(C(=O)N(C)C2CCCN(Cc3ccccc3F)C2)cc(OC)c1OC (configuration not stated)
[40] COc1ccccc1N(Cc1ccccc1)S(=O)(=O)c1cccc(C(=O)Nc2ncccc2C)c1
assay / compound	33	34	35	36	37	38	39	40
SENP8 inh	8.7	3.8	-7.1	15.4	21.5	0.5	18.1	9.6
ATG4B inhibitor	-15.3	-12.7	5.0	8.2	0.2	3.2	3.5	14.5
SENP7 block	1.3	10.5	7.4	4.0	4.8	11.8	-3.9	4.0
PfG6PD inh	53.4	18.3	2.0	-4.3	-11.6	-3.0	-23.7	-0.7
HKDC1 inh	-0.3	-2.7	-5.8	2.7	-7.0	-3.5	2.9	4.6
SENP6 block	-5.8	-16.2	-40.7	-4.5	6.2	-9.4	2.4	-8.5
GRIN3A LBD mod	-0.3	-1.8	-0.6	-9.2	-1.1	-0.9	-0.2	1.1
MPTP block	-1.2	1.0	0.7	3.7	-1.0	-1.7	-1.6	-0.4

[41] O=C(NCc1ccco1)c1cccc(S(=O)(=O)N2CCCC2)c1
[42] COc1ccc(CCNC(=S)Nc2ccc(C(C)C)cc2)cc1
[43] CC(C)CN(C(=O)CN(C)C(=O)Cc1ccc(Cl)cc1)c1c(N)n(CC(C)C)c(=O)[nH]c1=O
[44] O=C(Nc1cccc(F)c1)N1C2CCC1CC(O)(c1cccnc1)C2 (configuration not stated)
[45] COc1ccc(C)cc1NC(=O)C1CCN(S(=O)(=O)c2ccc3c(c2)C(C)(C)C(=O)N3C)CC1
[46] CCOc1ccc2nc(NC(=O)CN3C(=O)NC4(CCCC4)C3=O)sc2c1
[47] C=CCN1C(=O)C(O)(CC(=O)c2c(C)n[nH]c2C)c2cc(Br)ccc21 (configuration not stated)
[48] COc1ccc(NC(=O)c2ccc(CN3CCc4ccccc4C3)cc2)cc1OC
[49] O=C(Nc1ccccc1)C1=C[C@@H](c2csc3ccccc23)C[C@@H](OCc2ccc(CO)cc2)O1
[50] CNCCC=C1c2ccccc2CCc2ccccc21
[51] O=C(O)c1cc(S(=O)(=O)N2CCN(c3ccccn3)CC2)ccc1Cl
assay / compound	41	42	43	44	45	46	47	48	49	50	51
SENP8 inh	11.3	11.6	3.2	2.6	0.1	-55.3	21.1	35.2	11.5	3.9	8.7
ATG4B inhibitor	-2.8	-4.8	5.6	-2.9	-8.7	0.8	-18.7	-5.0	-14.9	-0.9	-6.4
SENP7 block	-6.3	4.6	0.4	10.3	4.4	2.9	9.6	3.2	-10.7	-9.7	-0.7
PfG6PD inh	-6.9	-1.4	1.0	10.3	8.5	-4.2	-1.6	11.8	15.6	12.8	-5.3
HKDC1 inh	-2.1	-0.3	-3.6	-12.1	0.5	-3.3	-3.7	-0.2	-3.4	-2.1	-0.5
SENP6 block	-10.8	1.2	-3.3	-1.1	-10.5	-8.0	2.2	13.5	-12.3	-12.0	5.6
GRIN3A LBD mod	-0.3	3.0	-0.6	0.2	-2.2	1.0	0.9	-0.7	-0.8	0.0	-1.5
MPTP block	-0.2	37.3	0.3	-0.1	0.8	-0.1	-2.6	1.0	0.5	86.0*	0.3

# Ordered by formula weight (descending): part of the list above
[45] COc1ccc(C)cc1NC(=O)C1CCN(S(=O)(=O)c2ccc3c(c2)C(C)(C)C(=O)N3C)CC1
[43] CC(C)CN(C(=O)CN(C)C(=O)Cc1ccc(Cl)cc1)c1c(N)n(CC(C)C)c(=O)[nH]c1=O
[49] O=C(Nc1ccccc1)C1=C[C@@H](c2csc3ccccc23)C[C@@H](OCc2ccc(CO)cc2)O1
[46] CCOc1ccc2nc(NC(=O)CN3C(=O)NC4(CCCC4)C3=O)sc2c1
[44] O=C(Nc1cccc(F)c1)N1C2CCC1CC(O)(c1cccnc1)C2 (configuration not stated)
[41] O=C(NCc1ccco1)c1cccc(S(=O)(=O)N2CCCC2)c1
[50] CNCCC=C1c2ccccc2CCc2ccccc21
assay / compound	45	43	49	46	44	41	50
SENP8 inh	0.1	3.2	11.5	-55.3	2.6	11.3	3.9
ATG4B inhibitor	-8.7	5.6	-14.9	0.8	-2.9	-2.8	-0.9
SENP7 block	4.4	0.4	-10.7	2.9	10.3	-6.3	-9.7
PfG6PD inh	8.5	1.0	15.6	-4.2	10.3	-6.9	12.8
HKDC1 inh	0.5	-3.6	-3.4	-3.3	-12.1	-2.1	-2.1
SENP6 block	-10.5	-3.3	-12.3	-8.0	-1.1	-10.8	-12.0
GRIN3A LBD mod	-2.2	-0.6	-0.8	1.0	0.2	-0.3	0.0
MPTP block	0.8	0.3	0.5	-0.1	-0.1	-0.2	86.0*
